Avidin fluor = compound fluoresces at 488/530 nm on avidin beads; compound fluorescence 488/530 nm, flow cytometry; stronger effect = higher value; fluorescence (KMESF) at 10 µM; hit rate 0.38% among 220,000; AID 1775; in the data active means fluorescence above about 47; further: inactives centre near 10
Pf gamet viab = kills late stage P. falciparum gametocytes | P. falciparum stage V gametocytes, ATP luminescence, 24 h | inhibition, % at 10.9 µM | hit rate 0.065% among 150,000 | AID 743093;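 active means inhibition above the mean plus 3 SD of compounds within the control limits, set per campaign, cut at about 38% in these data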;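 further: 0% = DMSO wells and 100% = medium only without gametocytes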
GSH bead fluor = GSH bead compound fluorescence profile. GSH beads flow cytometry, compound fluorescence 488/530 nm; stronger effect = higher value. fluorescence (KMESF) at 10 µM. hit rate 0.25% among 190,000; in the data active means fluorescence above about 89;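 further: glutathione beads carrying GST-tagged Bcl family fusion proteins plus one bare bead set; values are compound well signal with DMSO vehicle wells as background; inactives centre near 16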
Mcl-1 Bim block = disrupts Bim peptide binding to human Mcl-1 | Bead-based flow cytometry, Bim peptide-Mcl-1 binding | inhibition, % at 10 µM | Q07820 | hit rate 0.1% among 190,000 | AID 1009; in the data active means inhibition above about 40%;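 further: 0% = no compound tracer wells and 100% = peptide blocker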
Mcl1-Noxa inh = disrupts binding of human Mcl-1 to Noxa peptide. Q07820. TR-FRET Mcl-1/Noxa peptide binding, 2 h. inhibition, % at 21.7 µM. hit rate 1.5% among 220,000;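 active means compounds that cut the protein-peptide binding signal by more than 50% relative to plate controls in a single-dose test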;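 further: His-tagged Mcl-1 with rhodamine Noxa BH3 peptide and terbium anti-His antibody; 0% = Mcl-1 plus Noxa peptide wells and 100% = peptide-only wells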
ABCB1 block = inhibitors of human ABCB1 transporter, ABCG2 counter-screen; P08183; CCRF-Adr cells, JC-1 efflux, flow cytometry; inhibition, % at 6.6 µM; hit rate 0.067% among 190,000; AID 1326; in the data active means inhibition above about 40%;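 further: 0% = vehicle and 100% = reference inhibitor; higher value means more JC-1 retained so stronger ABCB1 efflux block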
Target sequence (P08183 whole entry, looked up): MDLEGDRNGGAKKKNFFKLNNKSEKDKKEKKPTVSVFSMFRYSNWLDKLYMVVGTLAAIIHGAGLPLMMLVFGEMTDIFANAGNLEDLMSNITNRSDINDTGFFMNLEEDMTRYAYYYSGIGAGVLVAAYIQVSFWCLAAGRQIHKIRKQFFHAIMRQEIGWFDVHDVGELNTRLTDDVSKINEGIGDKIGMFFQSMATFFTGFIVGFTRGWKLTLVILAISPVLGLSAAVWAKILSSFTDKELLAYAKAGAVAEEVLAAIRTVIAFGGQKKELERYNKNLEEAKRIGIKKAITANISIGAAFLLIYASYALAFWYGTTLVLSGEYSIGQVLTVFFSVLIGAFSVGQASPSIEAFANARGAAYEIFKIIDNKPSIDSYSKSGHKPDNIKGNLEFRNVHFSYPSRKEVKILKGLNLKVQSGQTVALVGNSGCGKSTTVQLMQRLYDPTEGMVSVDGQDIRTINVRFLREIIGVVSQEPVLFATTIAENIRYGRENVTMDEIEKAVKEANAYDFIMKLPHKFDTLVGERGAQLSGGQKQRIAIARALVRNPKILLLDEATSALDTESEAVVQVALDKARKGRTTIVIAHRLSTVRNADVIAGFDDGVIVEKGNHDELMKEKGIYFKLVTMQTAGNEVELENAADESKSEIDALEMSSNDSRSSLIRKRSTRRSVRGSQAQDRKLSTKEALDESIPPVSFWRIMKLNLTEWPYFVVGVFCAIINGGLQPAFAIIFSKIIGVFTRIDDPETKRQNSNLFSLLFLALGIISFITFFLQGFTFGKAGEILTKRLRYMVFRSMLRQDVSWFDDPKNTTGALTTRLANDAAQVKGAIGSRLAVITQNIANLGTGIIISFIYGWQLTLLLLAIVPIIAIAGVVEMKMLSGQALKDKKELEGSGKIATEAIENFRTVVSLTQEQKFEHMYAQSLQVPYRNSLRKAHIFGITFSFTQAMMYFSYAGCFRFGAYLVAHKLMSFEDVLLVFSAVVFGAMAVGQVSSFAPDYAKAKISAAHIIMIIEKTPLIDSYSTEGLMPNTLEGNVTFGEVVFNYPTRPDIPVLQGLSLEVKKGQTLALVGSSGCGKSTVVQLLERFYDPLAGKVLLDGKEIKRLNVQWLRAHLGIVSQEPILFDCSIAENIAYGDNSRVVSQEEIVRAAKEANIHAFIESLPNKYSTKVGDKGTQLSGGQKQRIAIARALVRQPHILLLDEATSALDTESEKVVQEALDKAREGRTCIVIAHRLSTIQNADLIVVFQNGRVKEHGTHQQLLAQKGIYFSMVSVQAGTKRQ
RGS8-Gao = modulates binding of RGS8 to human Galphao; P09471; AID 1423; hit rate 0.34% among 220,000; response (percent of control binding), % at 10 µM; multiplexed bead flow cytometry; actives lie on both sides; in the data active means response below about 60% or above about 140%; inactive means in between;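 further: Galphao activated as the GDP aluminium fluoride complex binding bead-coupled RGS8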
RGS4-Gao reg = human RGS4-Galphao interaction regulation; P09471; Multiplexed bead flow cytometry, RGS4-Galphao binding; actives lie on both sides; binding response (% of control), % at 10 µM; hit rate 0.33% among 220,000; in the data active means binding response below about 49% or above about 150%; inactive means in between;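 further: fluorescent Galphao activated with aluminum fluoride binding bead-coupled RGS4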
ABCG2 block = blocks JC-1 efflux by human ABCG2 transporter; Q9UNQ0; IgMXP3 cells, flow cytometry; inhibition, % at 6.6 µM; hit rate 0.1% among 190,000; AID 1325;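 active means inhibition above 80%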;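 further: 0% = DMSO and 100% = nicardipine control wells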
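Test system: ABCG2 IgMXP3 and barcoded ABCB1 CCRF-Adr cell mix; Schedule: cells with compound and JC-1, 10 min at 25 °C, rotating, no wash; Technique: flow cytometry of retained JC-1 fluorescence; Measure: % inhibition of efflux relative to nicardipine and DMSO; Controls: nicardipine high and DMSO low controls.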
RGS7-Gao = regulators of human RGS7-Galphao interaction. P09471. Multiplexed bead flow cytometry, RGS7-Galphao binding; actives lie on both sides. binding response (% of control), % at 10 µM. hit rate 0.35% among 220,000. AID 1439; in the data active means binding response below about 49% or above about 150%; inconclusive means no clear call, values can overlap the other calls; inactive means in between;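 further: fluorescent Galphao held in activated GDP-AlF4 state binding bead-coupled RGS7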
Mcl1-Bid inh = disrupts binding of human Mcl-1 to Bid peptide | Q07820 | inhibition, % at 21.7 µM | TR-FRET Mcl-1/Bid-Dy647 peptide binding, 1536-well | hit rate 0.97% among 220,000;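 active means compounds that cut the binding signal by more than half at the single screening dose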;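 further: His-tagged Mcl-1 with europium anti-His antibody binding Bid BH3 peptide; 0% = Mcl-1 plus peptide wells and 100% = peptide-only wells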
Starred values were filed as active, the others as inactive; ? = inconclusive; / = not tested or not shown.

SMILES | Avidin fluor | Pf gamet viab | GSH bead fluor | Mcl-1 Bim block | Mcl1-Noxa inh | ABCB1 block | RGS8-Gao | RGS4-Gao reg | ABCG2 block | RGS7-Gao | Mcl1-Bid inh
Cc1ccc(OC(=O)Cn2c(C(F)(F)F)nc3ccccc32)cc1 | 12 | -45 | 36 | -2 | 0 | 0.7 | 100 | 98 | 6 | 100 | 2
CCOC(=O)c1nnn(CC(=O)Nc2ccccc2OC)c1C(=O)OCC | 5 | / | 43 | -1 | 0 | 0.6 | 102 | 99 | 2 | 102 | 3
Cc1cc(Cl)ccc1NC(=O)C1CCN(S(C)(=O)=O)CC1 | 6 | / | 23 | 7 | -4 | 0.1 | 99 | 98 | 17 | 98 | -6
Cc1ccc(OCC(=O)N/N=C/c2ccc([N+](=O)[O-])o2)cc1 | 13 | / | 27 | -4 | 2 | 0.0 | 97 | 94 | 3 | 90 | -14
COC(=O)CN(C#N)c1nc(NC(C)C)nc(OC)n1 | 8 | / | 24 | -6 | 4 | 0.2 | 101 | 101 | 0 | 102 | -5
C=C(C)C(=O)Nc1nnc(-c2cccs2)s1 | 13 | 5 | 11 | -2 | 13 | 0.0 | 100 | 102 | 0 | 100 | -13
Cc1cc(C(=O)N/N=C/c2ccccc2[N+](=O)[O-])c(C)o1 | 9 | -3 | 21 | 4 | 2 | 0.5 | 110 | 99 | 6 | 106 | -38
CCOc1ccc(-c2nn(-c3ccccc3)cc2/C=C(\C#N)S(=O)(=O)c2ccccc2)cc1C | 6 | 9 | 21 | -5 | -6 | 0.2 | 106 | 107 | 0 | 111 | -9
COc1ccccc1OCC(O)CO (stereo not given) | 8 | / | 14 | -3 | 3 | 0.2 | 89 | 78 | 0 | 76 | 0
Cc1ccccc1Cn1c(C)cc(C)c(C#N)c1=O | 9 | -12 | 17 | 0 | 7 | 1.0 | 102 | 99 | 3 | 103 | -2
O=S(=O)(Nc1nc2ccccc2s1)c1ccc(Br)s1 | 16 | / | 32 | -1 | 9 | -1.7 | 100 | 100 | -3 | 102 | 20
Cc1sc2nc(CN3CCOCC3)nc(NS(=O)(=O)c3ccc4c(c3)OCCO4)c2c1C | 4 | / | 6 | 4 | 12 | 1.7 | 96 | 102 | 3 | 95 | 6
COC(=O)C1=C(C(=O)OC)[C@@H]2Nc3ccccc3[C@@]23C[C@@H](C(=O)OC)N(C(C)=O)C3=N1 | 8 | / | / | / | -12 | / | 104 | 99 | / | ? | -52
CCOc1ccc(CC(=O)NCC2(N3CCCCC3)CCCCC2)cc1 | 9 | -12 | 9 | 7 | 12 | 0.2 | 105 | 106 | 0 | ? | -33
Cc1ccc(NS(=O)(=O)c2cc(-c3n[nH]c(=O)c4ccccc34)ccc2C)cc1 | 4 | 10 | 13 | -4 | 5 | 0.0 | 104 | 104 | -7 | 100 | 4
O=C(CN1C(=O)C2CC=CCC2C1=O)NC1CCCCC1 (stereo not given) | 8 | 8 | 16 | 0 | 6 | -0.1 | 104 | 103 | 0 | ? | -17
Cc1ccc(C)c(NS(=O)(=O)c2cc(C(=O)Nc3cccc(N(C)S(C)(=O)=O)c3)ccc2C)c1 | 12 | / | 26 | 0 | 4 | 0.0 | 100 | 102 | 1 | 101 | -1
CCCc1nc(NCCO)c(C#N)c2c1CCCC2 | 3 | -4 | / | / | 2 | / | 92 | 85 | / | ? | -16
Cn1cnnc1Sc1ccc(S(C)(=O)=O)cc1[N+](=O)[O-] | 10 | 13 | 9 | 0 | 1 | 0.4 | 100 | 103 | 0 | 98 | -11
Cc1cc(C)nc(SCC(=O)N/N=C/c2cccs2)n1 | 16 | -10 | 17 | -2 | 15 | 0.5 | 98 | 96 | 9 | 96 | -5

Three compounds from above, sorted by the number in RGS7-Gao, falling.
| smiles | RGS7-Gao |
| --- | --- |
| CCOC(=O)c1nnn(CC(=O)Nc2ccccc2OC)c1C(=O)OCC | 102 |
| C=C(C)C(=O)Nc1nnc(-c2cccs2)s1 | 100 |
| Cc1sc2nc(CN3CCOCC3)nc(NS(=O)(=O)c3ccc4c(c3)OCCO4)c2c1C | 95 |

New compounds follow
SMILES | Avidin fluor | Pf gamet viab | GSH bead fluor | Mcl-1 Bim block | Mcl1-Noxa inh | ABCB1 block | RGS8-Gao | RGS4-Gao reg | ABCG2 block | RGS7-Gao | Mcl1-Bid inh
Cc1cc(-c2nnc3n2N=C(c2ccccc2)CS3)n[nH]1 | 7 | -3 | / | / | 5 | / | 100 | 99 | / | ? | -6
O=C(CSc1nnnn1C1CCCCC1)N1CCOCC1 | 10 | -24 | 18 | -3 | 10 | -0.3 | 97 | 102 | 1 | 98 | -10
c1ccc(Cn2nnc3c(N4CCCC4)ncnc32)cc1 | 4 | 27 | 35 | -2 | 14 | -3.7 | 100 | 101 | -5 | 106 | 2
CCc1nnc(NC(=O)CSc2nnc(CNC(=O)c3ccc(OC)c(OC)c3)o2)s1 | 11 | 15 | 9 | 4 | 4 | 0.5 | 100 | 100 | 2 | 99 | -40
CC(C)Oc1ccc(C(=O)/C(=C\c2cccs2)c2nc3ccccc3o2)cc1 | 6 | 1 | 24 | 0 | 2 | 1.4 | 102 | 102 | 9 | 103 | 1
Cc1ccc2nc(-c3ccc(NC(=O)CN4C(=O)NC(C)(c5ccc(OC(F)F)cc5)C4=O)cc3)sc2c1 (stereo not given) | 10 | -4 | 11 | -4 | 6 | -0.6 | 106 | 104 | -5 | 104 | -7
CCCCC[C@H](O)/C=C/[C@H]1C=CC(=O)[C@@H]1C/C=C\CCCC(=O)O | 6 | / | 21 | -3 | 69* | 2.3 | 103 | 100 | 9 | 98 | 42
COc1ccccc1C(=O)NCC(=O)OCC(=O)Nc1cccc(S(=O)(=O)N(C)C)c1 | 11 | -10 | 12 | 0 | -3 | 0.4 | 100 | 98 | 15 | 101 | -8
O=C(Nc1cccc(Cl)c1)N1CCC(CO)(CCOc2ccccc2)CC1 | 2 | / | 16 | -1 | -13 | 1.0 | 108 | 107 | 25 | 108 | -12
CS(=O)(=O)c1ccc(-c2cn3cc(C(=O)O)ccc3n2)cc1 | 8 | / | 24 | 0 | 15 | 0.3 | 103 | 103 | 1 | 108 | -14
CCn1c(=O)cc(SCC(=O)Nc2cccc(C)n2)c2ccccc21 | 11 | -10 | 11 | 0 | 8 | 1.4 | 103 | 102 | 40 | 109 | -9
CCOC(=O)C(C)Oc1c(C(=O)OC)sc2ncccc12 (stereo not given) | 11 | 19 | 14 | 1 | -1 | 0.7 | 102 | 103 | 2 | 102 | 6
CC(=O)N1c2ccc3ccccc3c2C2C=CCC2C1c1ccc(Br)cc1 (stereo not given) | 9 | / | 12 | -7 | 3 | -0.3 | 97 | 98 | -5 | 97 | 2
Cc1ccccc1OCCc1c(C)[nH]c(=S)[nH]c1=O | 20 | 6 | 10 | 0 | 11 | -0.2 | 96 | 97 | 0 | 98 | -49
CCOc1ncccc1C(=O)OCc1ccc([N+](=O)[O-])cc1 | 14 | -28 | 14 | 0 | 11 | 0.5 | 102 | 98 | 31 | 98 | -11
CN(C)c1ccnc2sc(C(=O)NCc3ccccc3)c(N)c12 | 9 | / | 36 | 0 | / | 0.0 | 97 | 101 | 5 | 101 | -35
COc1ccc(N(C)S(=O)(=O)c2cccc(C(=O)Nc3nnc(C4CC4)s3)c2)cc1 | 6 | 19 | 12 | 0 | -9 | -0.2 | 95 | 100 | 2 | 97 | -4
COc1ccc(CNC(=O)C(c2ccco2)N(Cc2ccccc2)C(=O)Cc2cccs2)cc1 (stereo not given) | 8 | / | 36 | -6 | 19 | 0.9 | 101 | 104 | 1 | 104 | 1
O=C(N/N=C/C=C/c1ccccc1)c1cccnc1 | 9 | 3 | / | / | 1 | / | 105 | 107 | / | ? | -28
CC1=C(C(=O)OC(C)C)C(c2cccs2)NC(=S)N1 (stereo not given) | 7 | -3 | 17 | -9 | 11 | -0.2 | 98 | 98 | 1 | 101 | -35
Cc1nc(NC(=O)c2ccccc2)sc1Cc1ccc2c(c1)OCO2 | 13 | -12 | 11 | 0 | -1 | 5.9 | 98 | 101 | 3 | 96 | 19
Cn1cnc2cc(NC(=O)c3ccco3)ccc21 | 12 | -12 | 34 | -3 | / | 0.4 | 99 | 97 | 7 | 96 | -13
O=C(O)c1cc2n(n1)C(C(F)(F)F)CC(c1ccco1)N2 (stereo not given) | 11 | / | 27 | -3 | 7 | 0.8 | 93 | 90 | 3 | 90 | -42
COc1ccc(Oc2nnc(-c3ccc(C)cc3)c3ccccc23)cc1 | 14 | / | 33 | -5 | -32 | -1.1 | 101 | 101 | 26 | 97 | -27
Cc1cc(N)n(-c2nc3ccccc3s2)n1 | 20 | -2 | 11 | -2 | -4 | 0.1 | 101 | 101 | 1 | 102 | -21
Cc1nn(C(C)(C)C)c(OC(=O)c2ccco2)c1Sc1ccccc1 | 32 | / | 14 | 0 | 7 | 0.5 | 100 | 99 | 1 | 92 | -40
Cn1ncc(Cl)c1C(=O)NCc1cc(C(C)(C)C)n[nH]1 | 14 | -3 | 14 | -4 | -9 | 0.3 | 103 | 105 | 3 | 103 | -8
C/C(CC(=O)NCc1ccco1)=N\NC(=O)Cc1ccc(-c2ccccc2)cc1 | 19 | -4 | 17 | -6 | 14 | -0.1 | 102 | 101 | -1 | 101 | -24
COc1ccc(CNC(=O)c2ccc(NS(=O)(=O)c3c(C)noc3C)cc2)cc1 | 12 | / | 30 | -6 | 4 | 1.2 | 97 | 96 | 30 | 96 | 11
Cc1cc(C)n(CC(O)COc2c(C)cccc2C)n1 (stereo not given) | 11 | 6 | 18 | 1 | -2 | 0.5 | 99 | 101 | 7 | 104 | -7
COc1ccc(-c2csc(NC(=O)CN3C(=O)CCC3=O)n2)cc1OC | 7 | / | 12 | 0 | 20 | -0.3 | 102 | 102 | 0 | 99 | -37
O=C(/C=C/c1cc([N+](=O)[O-])ccc1OC(F)F)NCc1ccc(Cl)cc1 | 8 | 7 | 264* | -3 | -12 | 0.3 | 106 | 107 | 4 | 104 | -17
Cc1nc(NC(=O)/C=C/c2ccccc2)sc1C(=O)Nc1ccc(Cl)cc1 | 5 | 0 | 48 | 10 | 12 | -0.4 | 91 | 86 | -1 | 92 | 19
CCOC(=O)/C(C#N)=N/Nc1c(C)n(C)n(-c2ccccc2)c1=O | 9 | 4 | 11 | 0 | 0 | -1.3 | 103 | 102 | 1 | 103 | -51
CCn1cc(C(=O)NC(=S)Nc2cccc(O)c2)cn1 | 10 | 1 | 24 | 1 | 10 | 0.1 | 101 | 97 | 1 | 102 | -64
Cc1ccccc1CN(c1ccc(C(=O)Nc2cccnc2)cc1)S(C)(=O)=O | 12 | 24 | 37 | -4 | -9 | -0.1 | 95 | 91 | 7 | 90 | -14
CCN1CCCC(OC(=O)c2cc(-c3ccc(C)cc3)nc3ccccc23)C1 (stereo not given) | 8 | 29 | 15 | 0 | 23 | 2.0 | 97 | 97 | 6 | ? | -13

Assay outcomes deposited in PubChem by several laboratories.

Rows are unselected; 3.3% or so of the library scored in one or more.
